Screening results: PubChem, National Center for Advancing Translational Sciences (NCATS)
Akt phos inh: inhibitors of Akt phosphorylation | Neuro2A IGF-stimulated pAkt S473 HTRF, 20 min; hits give low values | 360,000 tested, 0.32% active | AID 651550 | activity change, % for hits at 50 µM; in the data active = activity change below about -80%; inconclusive = mostly about -51% to -80%; also: % is scaled to controls: 0 for no effect and ±100 for the full control effect
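Single-point screen (50 µM final compound) in Neuro2A cells stimulated 20 min with 6 nM IGF at 37 deg C. After lysis, Ser473-phosphorylated Akt read by HTRF (ex 330 nm, em 615/665 nm) as the 665/615 ratio.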
PTHR1 ag: agonists of human PTHR1 parathyroid hormone receptor. Potency, µM (highest dose often 115 µM), without a hit: at the highest dose activation, hits mostly activators. HEK293 GP2 PTHR1 cells, GloSensor cAMP luminescence, 1 h. 410,000 tested, 0.075% active; also: potency is read from the fitted curve at half-maximal effect; nearly all actives have a fitted effect of over 55% in size; some results filed as inactive show a strong effect at the top dose; inactives centre near -15; many of its hits are not listed in these tables
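HEK-293-derived GP2 cells expressing PTHR1 and a GloSensor cAMP reporter, 3,000/well, plated overnight, given luciferin plus IBMX (each 0.5 mM as added) for 1 h at 37 °C, then compound for 1 h at 37 °C. Luminescence was read after 15 min at room temperature.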
DRD3 agonist: activates the human D3 dopamine receptor | 410,000 tested, 0.58% active | D3R DiscoveRx beta-arrestin cells, luminescence, 90 min | AID 652048 | P35462 | max activation, %; in the data active = max activation above about 30%; also: 0% is about no effect; mostly tested at two doses, the higher about 12 µM
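Agonist mode: compounds and dopamine controls were applied to plated cells for 90 min at 37 degrees C after an overnight attachment at 1500 cells/well. Luminescent read-out followed 30 - 60 minutes at room temperature with DiscoveRx detection reagent.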
Mm-Cpn inhibitor: blocks the Methanococcus maripaludis chaperonin Mm-Cpn; 330,000 tested, 0.031% active; Potency, µM (titrated, usually from 76.9 µM), for inactives: top-dose activity, negative = inhibition, usual class: inhibitors; AID 504842; purified Mm-Cpn ATPase, ADP Transcreener TR-FRET; also: potency is read from the fitted curve at half-maximal effect; % is scaled to controls: 0 for no effect and ±100 for the full control effect; nearly all actives have a fitted effect of over 80% in size
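TR-FRET (320 nm excitation; 590 and 665 nm emission) reports ADP made from 10 uM ATP by 25 nM enzyme; compounds were preincubated 10 min, reaction run 30 min, both at 37°C.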
CCT modulator: modulators of cytosolic chaperonin (CCT/TRiC) activity; activity change, % (test concentration not listed), hits read low; 360,000 tested, 0.3% active; purified chaperonin ATPase assay, HTRF ADP detection, 30 min; in the data active = activity change below about -30%; also: % is scaled to controls: 0 for no effect and ±100 for the full control effect
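First, chaperonin was dispensed at 40 nM or 20 nM final depending on batch activity. Next, compounds were pinned at 76 uM and ATP added at 10 uM. After 30 min at 37 °C, ADP detection reagents ran 30 min at ambient temperature.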
EPAC2 agonist: EPAC2 (human) agonism. EPAC2 activation, biochemical qHTS; response scale: 100% = 6.5 mM cAMP response. Potency, µM (doses to about 154 µM), for the others: at the top dose activation, hits mostly activators. Q8WZA2. 360,000 tested, 0.079% active; also: potency is read from the fitted curve at half-maximal effect; nearly all actives have a fitted effect of over 50% in size
Target sequence (Q8WZA2 whole entry, looked up): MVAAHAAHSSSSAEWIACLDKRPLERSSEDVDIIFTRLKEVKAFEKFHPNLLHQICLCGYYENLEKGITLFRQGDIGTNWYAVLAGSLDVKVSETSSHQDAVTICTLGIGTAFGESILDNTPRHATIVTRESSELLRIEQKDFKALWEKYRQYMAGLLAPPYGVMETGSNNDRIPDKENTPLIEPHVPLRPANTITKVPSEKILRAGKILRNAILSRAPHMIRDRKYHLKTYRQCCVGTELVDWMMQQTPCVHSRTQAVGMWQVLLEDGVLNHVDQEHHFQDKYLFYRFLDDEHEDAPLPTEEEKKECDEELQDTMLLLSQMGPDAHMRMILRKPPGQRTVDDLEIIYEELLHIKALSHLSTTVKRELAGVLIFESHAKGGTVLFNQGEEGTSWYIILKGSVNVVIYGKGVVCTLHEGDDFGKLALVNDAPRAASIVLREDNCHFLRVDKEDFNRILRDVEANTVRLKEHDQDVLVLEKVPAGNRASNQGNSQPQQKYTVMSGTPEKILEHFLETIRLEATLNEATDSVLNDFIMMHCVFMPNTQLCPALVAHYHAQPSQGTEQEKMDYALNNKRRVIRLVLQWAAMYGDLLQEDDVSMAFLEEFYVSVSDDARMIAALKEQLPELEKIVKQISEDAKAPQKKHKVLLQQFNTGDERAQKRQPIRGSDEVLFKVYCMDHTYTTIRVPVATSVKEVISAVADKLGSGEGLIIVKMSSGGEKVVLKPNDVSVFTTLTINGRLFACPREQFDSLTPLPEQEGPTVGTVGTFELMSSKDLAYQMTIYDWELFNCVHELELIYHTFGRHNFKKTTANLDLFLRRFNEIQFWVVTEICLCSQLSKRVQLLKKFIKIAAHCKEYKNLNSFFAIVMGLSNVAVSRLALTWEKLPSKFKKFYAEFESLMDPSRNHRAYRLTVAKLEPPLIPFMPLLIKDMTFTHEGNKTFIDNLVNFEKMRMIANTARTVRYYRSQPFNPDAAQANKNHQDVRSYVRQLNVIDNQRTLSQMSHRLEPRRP
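Each well held 100 nM EPAC2, 250 nM RAP1B-BODIPY-GDP and 50 uM GDP. Fluorescence, read at 5-min intervals to 30 min, was referenced to a 6.5 mM cAMP positive control.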
EPAC2 antagonist: antagonists of human EPAC2; Q8WZA2; EPAC2 GEF exchange of Rap1B-BODIPY-GDP, fluorescence; Potency, µM (highest dose often 114 µM), inactives show top-dose activity, negative = inhibition, actives largely listed as inhibitors; 360,000 tested, 0.18% active; also: potency is read from the fitted curve at half-maximal effect; % is scaled to controls: 0 for no effect and ±100 for the full control effect; nearly all actives have a fitted effect of over 45% in size; many of its hits are not listed in these tables
DRD3 antagonist: D3 dopamine receptor (human) antagonism. D3R cells, DiscoveRx beta-arrestin luminescence, antagonist mode; hits give low values. max response, negative = inhibition, %. 360,000 tested, 2.5% active. AID 652054; in the data active = max response below about -50%; inconclusive = no clear call, values can overlap the other calls; also: % is scaled to controls: 0 for no effect and ±100 for the full control effect; mostly tested at two doses, the higher about 12 µM
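Cells plated overnight at 1500 cells/well, then exposed to library compounds with dopamine controls for 90 minutes at 37 degrees C. DiscoveRx reagent added for 30–60 minutes at room temperature; luminescence read, quantitative HTS format.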
Active calls of the source: *; i = inactive; ? = inconclusive; / = not tested or not shown; & = joins results of further samples; [ ] = remark or other dose. Unless noted, calls follow the shape of the dose curve; as a rule, active = well fitted curve in the direction sought with a large enough effect; inconclusive = small, poorly fitted or top-dose-only effect, or another doubt; inactive = no such curve, though single readings can be large; an effect the other way counts as inactive or inconclusive. A portion of the library; rates above refer to the full screens.

structure | Akt phos inh | PTHR1 ag | DRD3 agonist | Mm-Cpn inhibitor | CCT modulator | EPAC2 agonist | EPAC2 antagonist | DRD3 antagonist
CCOC(=O)CN(C(=O)COc1nc(-c2ccccc2)cc(C)c1C#N)c1ccc(C)cc1 | i | -6% | 0 | 1% | 0.0 | 7% | -4% | 0
O=C(NC(c1ccc(Cl)cc1)c1cnccn1)C1CCN(Cc2ccc(Cl)cc2)CC1 (centres undefined) | i | i | -11 | / | -0.9 | 2% | 7% | ?
CC(=O)c1cccc(NC(=O)N2CCCC2C(=O)Nc2cccc(C)c2)c1 (centres undefined) | i | -10% | -3 | 1% | -1.5 | 0% | 19% | 13
COc1ccc(NC(=O)c2ccc3c(c2)NC(=O)CS3)cc1S(=O)(=O)Nc1ccc(Br)cc1 | i | i | -4 | -10% | -2.3 | 9% | -2% | -9
COCCN(C(=O)CCC(=O)Nc1cc(C)on1)C(C(=O)NC1CCCC1)c1ccc(C)cc1 (centres undefined) | i | ? | 20 | 0% | -2.4 | 10% | 1% | -19
O=C(N/N=C/c1ccccc1[N+](=O)[O-])c1ccc(CN2CCOCC2)cc1 | i | -36%[inhibitor] | 24 | 1% | -1.9 | -1% | 45%[activator] | 19
Cc1ccc(Nc2ccc(C(N)=O)cc2[N+](=O)[O-])cc1C | i | -16% | -5 | -1% | 0.4 | 4% | 10% | -17
CC(C)c1ccc(NC2CCCN(C(=O)c3ccccc3-c3ncc[nH]3)C2)cc1 (centres undefined) | i | -14% | 4 | -3% | 0.0 | 0% | -18% | -2
O=c1[nH][nH]c2cc(=O)n(-c3ccc(Cl)cc3)nc12 | i | 0% | 1 | -2% | -1.6 | 1% | -11% | -9
Cc1nnnn1/C(=C\c1ccccc1)C(=O)OCC(=O)NC(C)(C)C | i | -23% | -11 | 1% | 2.0 | 0% | 11% | 0
COC(=O)Cc1coc2cc(OC)ccc12 | i | -14% | 10 | 0% | 0.7 | 1% | -30% | 3
COc1ccc(CC(=O)Nc2ccc3c(c2)OC2(CCCC2)O3)c(OC)c1 | i | i | -2 | / | 0.3 | 10% | -16% | -4
CCOC(=O)C1CCCN(Cc2ccccc2OCC)C1 (centres undefined) | i | -12%[57.5 µM] | -58 | 1% | -2.4 | 7% | 2% | -29
Cn1cc(C(=O)NS(=O)(=O)Nc2ccc(Br)cn2)c2ccccc21 | i | 23% | -2 | 2% | -0.7 | 7% | -3% | 11
Cc1ccccc1SCC(=O)N/N=C/c1ccc(F)cc1 | i | -5% | 5 | -3% | -0.2 | -4% | 1% | -11
CCNCCNC(=O)c1c(O)c2ccccc2n(CC)c1=O | i | i | 2 | -1% | -1.1 | 4% | 1% | 11
COc1cccc(/C=C2\SC(=S)N(CCCC(=O)N3CCOCC3)C2=O)c1 | i | -31%[inhibitor] | -7 | / | -0.7 | 18% | 16% | -21
CCCCn1c(N)c(N(CCC(C)C)C(=O)C2CC(=O)N(Cc3ccc(C)cc3)C2)c(=O)[nH]c1=O (centres undefined) | i | 5% | 0 | 2% | -0.3 | -8% | -15% | 11
CCN1C[C@@H]2[C@@H]3C(=O)N(Cc4ccccc4)C(=O)[C@@H]3[C@](CC)(C1=O)N2C(=O)c1ccc(F)cc1 | i | -7% | -13 | / | -2.4 | 3% | 5% | ?
O=C(COC(=O)CCCN=C1NS(=O)(=O)c2ccccc21)NNC(=O)c1ccccc1 | i | i | -14 | 1% | -0.9 | 3% | -4% | ?
Cc1nc2ccccc2c2oc(C(=O)NCCN3CCN(C)CC3)cc12 | i | 8% | -4 | 0% | -0.2 | 10% | 5% | -5
Oc1c(/C=C/C=C/C=Nc2ccccc2)sc(=S)n1Cc1ccccc1 | i | i | 0 | 0% | -0.3 | -6% | -15% | -6
O=C(CCSc1ccc(Cl)cc1)c1cccs1 | -107%* | i | -17 | -1% | -1.1 | 8% | 15% | 0
O=C(CNc1ccc2ccccc2c1)N/N=C/c1cc2ccccc2nc1Cl | i | -13% | 16 | 3% | -2.1 | -1% | 0% | 16
COc1ccc(N2CCOCC2)c(NC(=O)c2cc3ccccc3o2)c1 | i | -81%[inhibitor] | 5 | 0% | 1.9 | 10% | ? | 20
CCOC(=O)C1=CCN(Cc2ccccc2)CC1 | i | i | 19 | 1% | -0.9 | 4% | 5% | -22
Cc1cccc(OCc2nc(C#N)c(N3CCCC3)o2)c1 | i | -10% | 8 | 6% | -30* | 3% | -2% | 2
CC(C(=O)N1CCN(c2ccccc2)CC1)N1C(=O)C2CC=CCC2C1=O (centres undefined) | i | -27%[57.5 µM] | -3 | 0% | -0.2 | 2% | 1% | 17
NS(=O)(=O)c1ccc(CCNC(=O)COc2ccc3c4c(c(=O)oc3c2)CCC4)cc1 | i | -21% | -3 | 0% | -1.8 | 6% | 5% | -11
CCOc1cc(C2Nc3ccccc3C(=O)N2c2ccccc2)c(Br)cc1OCC(=O)O (centres undefined) | i | -2% | 2 | -11% | -0.5 | 0% | 3% | -2
O=C(Nc1nc2ccccc2n1CCN1CCCC1)c1ccc(Cl)cc1 | i | i | -27 | -1% | -2.3 | 9% | 3% | -7
Cc1ccc(S(=O)(=O)N2CCCC2C(=O)O)s1 (centres undefined) | i | -9%[57.5 µM] | 5 | 1% | 0.9 | 9% | 24% | 7
COc1ccc(-n2c(SCC(=O)N3CCC(C(=O)O)CC3)nc3ccccc3c2=O)cc1OC | i | -2% | 3 | 1% | 0.2 | 4% | -10% | 3
COc1ccc(CNC(=O)C(c2ccco2)N(C(=O)c2csnn2)c2cccc(C)c2C)cc1 (centres undefined) | i | 0%[57.5 µM] | 2 | -1% | -0.4 | 5% | 0% | 7
c1ccc(-c2nc3cnccn3c2Nc2ccc3c(c2)OCCO3)cc1 | i | 0% | 11 | -9% | -0.2 | 13% | -3% | -21
CCC(=NOCc1ccccc1)C(=O)NNS(=O)(=O)c1ccc(C)cc1 | i | 6% | -5 | / | 1.0 | -2% | -3% | -13
Nc1nc(N)nc(Cc2ccccc2O)n1 | i | -10% | 12 | -11% | 1.8 | 1% | 1% | 3
COc1ccc(Cn2nnnc2C(c2cc3cc(C)ccc3[nH]c2=O)N2CCOCC2)cc1 (centres undefined) | / | -10%[57.5 µM] | -2 | -5% | -2.2 | 4% | 6% | 17
O=C(c1ccco1)N(c1ccccn1)c1ccccn1 | i | i | 2 | 0% | 0.0 | 5% | 16% | 4
CCC(CC)C(=O)N(C)c1c(C)nc2c(OCc3ccc(C#N)cc3)cccn12 | i | i | 7 | / | 0.9 | 2% | ? | ?
CCC(C)c1ccccc1N=Cc1ccc2c(c1)OCO2 (centres undefined) | i | i | 1 | -1% | 0.6 | -3% | -3% | 12
Cc1ccc2nc(-c3ccco3)c(Nc3ccccc3)n2c1 | i | -20% | -1 | -3% | -1.3 | ? | -13% | 19
CCOc1cccc(C2C(C(=O)c3ccc(C)o3)=C(O)C(=O)N2Cc2ccccc2)c1 (centres undefined) | i | -9% | 2 | ? | 1.2 | -3% | -6% | 4
CC(NCc1ccc(S(N)(=O)=O)cc1)C(=O)Nc1cc([N+](=O)[O-])ccc1Cl (centres undefined) | i | -20% | -3 | 1% | -1.3 | 9% | -8% | -8
C=CCOc1cccc(CNn2cn[nH]c2=S)c1 | i | i | -5 | 1% | -0.5 | 13% | -2% | -8
O=C(COC(=O)c1ccccc1[N+](=O)[O-])Nc1cc(S(=O)(=O)N2CCOCC2)ccc1N1CCCC1 | i | -21% | 0 | -1% | -2.7 | 9% | 3% | 3
COc1ccccc1/C=C1\SC(=S)N(CCC(=O)NCCCn2ccnc2)C1=O | i | i | -5 | -1% | -1.1 | 3% | 4% | ?
O=[N+]([O-])c1cccnc1SCc1c(F)cccc1Cl | i | -6% | -23 | -1% | -0.2 | 12% | 4% | -19
C=CCn1c(O)c(N=NC(=O)c2ccc3c(c2)OCO3)c2ccccc21 | i | i | 7 | -3% | -1.8 | -26% | 15% | -11
O=C(CN1C(=O)C2CCCCC2C1=O)Nc1ccc(S(=O)(=O)Nc2ncccn2)cc1 (centres undefined) | i | i | 1 | 2% | -2.5 | 8% | 1% | -3

An excerpt from above in order of SMILES length, ascending:
structure | Akt phos inh | PTHR1 ag | DRD3 agonist | Mm-Cpn inhibitor | CCT modulator | EPAC2 agonist | EPAC2 antagonist | DRD3 antagonist
C=CCOc1cccc(CNn2cn[nH]c2=S)c1 | i | i | -5 | 1% | -0.5 | 13% | -2% | -8
Cc1ccc2nc(-c3ccco3)c(Nc3ccccc3)n2c1 | i | -20% | -1 | -3% | -1.3 | ? | -13% | 19
C=CCn1c(O)c(N=NC(=O)c2ccc3c(c2)OCO3)c2ccccc21 | i | i | 7 | -3% | -1.8 | -26% | 15% | -11
COc1ccccc1/C=C1\SC(=S)N(CCC(=O)NCCCn2ccnc2)C1=O | i | i | -5 | -1% | -1.1 | 3% | 4% | ?
CCOc1cccc(C2C(C(=O)c3ccc(C)o3)=C(O)C(=O)N2Cc2ccccc2)c1 (centres undefined) | i | -9% | 2 | ? | 1.2 | -3% | -6% | 4
O=C(COC(=O)c1ccccc1[N+](=O)[O-])Nc1cc(S(=O)(=O)N2CCOCC2)ccc1N1CCCC1 | i | -21% | 0 | -1% | -2.7 | 9% | 3% | 3

The list goes on:
structure | Akt phos inh | PTHR1 ag | DRD3 agonist | Mm-Cpn inhibitor | CCT modulator | EPAC2 agonist | EPAC2 antagonist | DRD3 antagonist
O=CN(CCN(C=O)CN1CCCCC1)CN1CCCCC1 | i | -6%[57.5 µM] | -6 | 0% | -1.2 | ? | ? | 2
Cc1ccccc1CNC(=O)CCCn1ncn2c(cc3occc32)c1=O | i | i | 2&2 | 0% | 0.7 | -3% | 1% | 11
Cc1ccc(Cl)cc1NC(=O)C1CC1c1ccccc1 (centres undefined) | i | -13% | 7 | -1% | 2.6 | -1% | -13% | 22
O=C(COc1cc2oc(=O)c3c(c2cc1Cl)CCC3)NCCCN1CCOCC1 | i | i | -14 | -8% | -2.4 | 4% | 7% | -19
COc1ccc(CCC(=O)Nc2cc([N+](=O)[O-])ccc2OC)cc1 | i | -13% | -2 | 4% | -5.3 | 0% | 3% | -18
O=C(Nc1ccc(-c2ccccc2)cc1)c1ccc2c(c1)S(=O)(=O)c1ccccc1C2=O | i | -23% | 14 | / | -1.3 | 12% | -18% | 0
